esBAF inh: inhibitors of esBAF chromatin remodeling in mouse ES cells; Bmi1-luciferase knock-in reporter, 24 h; 100% = twice the neutral-well signal; reporter increase, % at 12.5 µM; 350,000 compounds, 2% hits; AID 602393; in the data active = activation above about 40%;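 note: 0% = median of the plate's neutral control wells and 100% = double that signal; a rise in the Bmi1 reporter signal indicates esBAF inhibition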
ARNT TACC3 PPI: disrupts binding between human ARNT and TACC3; Q9Y6A5; AlphaScreen His-ARNT PAS-B/GST-TACC3 binding, luminescence; TACC3 fragment carries E629A point mutation; inhibition, % at 9.99 µM; 390,000 compounds, 0.66% hits;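 active = mean inhibition of replicates at least 50% and at least half of replicates each reaching 50%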;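 note: 0% = complete ARNT plus TACC3 wells and 100% = ARNT alone without TACC3; many hits fall short of the cut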
Statin myotox sup: suppression of simvastatin myotoxicity | C2C12 myotubes + simvastatin, ATP luminescence, 48 h; scaled: DMSO 0, geranylgeraniol control 100 | rescue of ATP level, % at 7.49 µM | AID 602340 | 330,000 compounds, 0.78% hits;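 active = mean ATP rescue above about 67%, or every replicate alone reaching that limit, limit read from the data, passing the limit was not always enough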;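 note: myotubes were challenged with 10 µM simvastatin during compound exposure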
miR-122 sensor: blocks miR-122 activity in Huh7 sensor cells; Huh7 miR-122 Renilla luciferase sensor, 48 h; neutral wells = 0, positive control = 100; activation (reporter increase), % at 12.5 µM; 340,000 compounds, 0.3% hits;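 active = mean replicate activation score at least 90 and every replicate individually at or above 90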;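 note: higher luciferase means less miR-122 activity so hits act as miR-122 inhibitors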
SIRT5 block: inhibitors of human sirtuin-5 desuccinylase; Q9NXA8; Purified SirT5, succinyl-peptide AMC, trypsin-coupled fluorescence; inhibition, % at 15 µM; 330,000 compounds, 1.1% hits; AID 652115; in the data active = inhibition above about 15%
Target sequence (Q9NXA8 whole entry, looked up): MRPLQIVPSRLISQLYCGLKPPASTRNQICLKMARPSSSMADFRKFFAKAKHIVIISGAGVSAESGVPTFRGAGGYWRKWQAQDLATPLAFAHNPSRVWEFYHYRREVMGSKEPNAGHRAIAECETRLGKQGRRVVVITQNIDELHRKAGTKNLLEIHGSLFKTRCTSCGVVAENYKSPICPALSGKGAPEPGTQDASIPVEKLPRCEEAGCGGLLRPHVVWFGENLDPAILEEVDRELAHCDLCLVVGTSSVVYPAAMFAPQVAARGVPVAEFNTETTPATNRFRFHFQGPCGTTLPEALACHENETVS
ERp5 block: blocks human ERp5 reductase activity on insulin; ERp5 insulin aggregation, absorbance 650 nm, 90 min; inhibition, % at 9.99 µM; 350,000 compounds, 0.05% hits;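 active = mean replicate inhibition above about 25%, with every replicate also reaching it, limit read from the data, passing the limit was not always enough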
Target sequence (Q15084 whole entry, looked up): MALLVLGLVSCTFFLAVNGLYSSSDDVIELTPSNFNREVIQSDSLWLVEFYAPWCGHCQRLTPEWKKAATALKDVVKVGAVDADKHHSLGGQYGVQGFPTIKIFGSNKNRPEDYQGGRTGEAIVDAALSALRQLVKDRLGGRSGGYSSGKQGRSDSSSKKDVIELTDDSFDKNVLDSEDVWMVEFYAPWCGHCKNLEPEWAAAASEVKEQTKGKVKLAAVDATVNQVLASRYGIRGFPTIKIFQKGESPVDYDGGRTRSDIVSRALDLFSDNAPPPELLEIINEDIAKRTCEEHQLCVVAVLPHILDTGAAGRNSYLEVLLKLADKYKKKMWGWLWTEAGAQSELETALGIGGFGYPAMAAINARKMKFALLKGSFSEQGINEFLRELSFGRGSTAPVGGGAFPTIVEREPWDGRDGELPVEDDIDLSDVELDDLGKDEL
Cneo AK release: causes C. neoformans cell lysis | adenylate kinase release luminescence, 4 h; normalised: neutral wells 0, clomiphene wells 100 | lysis activity, % at 15 µM | 360,000 compounds, 0.2% hits | AID 651654;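 active = mean lysis activity across replicates of at least 80%, whatever share of replicates individually reach that level; inactive = mean lysis activity below 80%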
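Material: C. neoformans cells; Schedule: 4 h static compound exposure, 37 °C, read 1 h post-reagent; Measured by: adenylate kinase release luminescence; Read-out: signal increase indicating cell lysis; Controls: Clomiphene as positive lysis control.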
An asterisk follows results filed as active; nt = not tested or not shown; & = joins results of further samples; [ ] = remark or other dose.

Molecule	SIRT5 block	Cneo AK release	esBAF inh	ARNT TACC3 PPI	ERp5 block	miR-122 sensor	Statin myotox sup
COc1cccc(CN2CCC(n3nccc3NC(=O)CCOc3ccccc3)CC2)c1	-2	5	-7	4	-6	-3	-10
COc1ccc(N2CCN(C(=O)CN(Cc3ccccc3)S(C)(=O)=O)CC2)cc1	-2	nt	nt	17	3	nt	nt
Cc1nn(C)c(C)c1N1C(=O)c2cccc3c(N)ccc(c23)C1=O	nt	1	nt	-4	nt	-4	nt
Cc1cccnc1NC(=O)C1CCN(S(=O)(=O)c2cccs2)CC1	nt	1	-2	-7	nt	-7	-1
O=C(OCc1ccc(C(=O)c2ccccc2)cc1)c1cccc(-c2nnc(-c3ccccc3)o2)c1	-1	-2	-5	-4	5	-3	-33
Cc1nn(-c2ccccc2C(=O)O)c(=O)c2ccccc12	nt	-1	-4	-6	nt	-6	12
O=C(Nc1scc(-c2ccccc2)c1C(=O)O)c1ccccc1F	3	5	15	6	4	-3	0
CCc1nnc(NC(=O)CSc2nnc(CNC(=O)c3cc(OC)c(OC)c(OC)c3)o2)s1	3	nt	nt	36	3	nt	nt
CC(=O)N1c2ccc(S(=O)(=O)N3CCC(C(=O)N4CCCC(C)C4)CC3)cc2CC1C (stereo not drawn)	0	12	-17	2	0	-4	4
COc1ccc(S(=O)(=O)Nc2ccc3oc4ncccc4c(=O)c3c2)cc1OC	0	nt	nt	-1	-1	nt	nt

The list continues.
Molecule	SIRT5 block	Cneo AK release	esBAF inh	ARNT TACC3 PPI	ERp5 block	miR-122 sensor	Statin myotox sup
CCc1cc2c3c(c(=O)oc2cc1OC(C)C(=O)O)CCCC3 (stereo not drawn)	-30	6	-3	-6	-2	nt	-17
C[C@H]1CN([C@@H](C)CO)C(=O)c2cccc(NC(=O)c3cnccn3)c2O[C@@H]1CN(C)Cc1ccncc1	1	1	2	3	3	-1[16.7 µM]	13
CCOC(=O)CSc1ncnc2c1cnn2-c1ccccc1	nt	nt	-5	1	nt	2	-9
CCN(CC)C(=O)C1CCCN(Cc2ccc(OC)c(C)c2C)C1 (stereo not drawn)	-6	1	-7	2	-1	1	-6
Cc1cn([C@H]2C[C@H](O)[C@@H](CNCc3cccn3-c3ccncc3)O2)c(=O)[nH]c1=O	-1	1	-3	nt	0	1	7
COc1ccc(-n2c(SCC(=O)Nc3ccc(Cl)cc3)nc(O)c(Cc3ccccc3)c2=O)cc1	-1	-6	nt	-2	-1	nt	nt
CCn1ncc(/C=N/NC(=O)c2ccc3c(c2)OCO3)c1C	nt	-1	31	6	nt	-11	-1
C=CCn1c(/N=C/c2ccc3c(c2)OCO3)nc2ccccc21	nt	-1	-10	0	nt	-4	0
CS(=O)(=O)c1nncn1-c1ccccc1	nt	-4	-7	-15	nt	-16	7
Cc1cc(C)c2c(=O)[nH]c(=O)n(Cc3ccccc3)c2n1	nt	nt	-5	1	nt	-12	-11

New compounds follow.
Molecule	SIRT5 block	Cneo AK release	esBAF inh	ARNT TACC3 PPI	ERp5 block	miR-122 sensor	Statin myotox sup
CCCCCN(C(=O)CCC(=O)OCC(=O)N1CCCC(C)C1)c1c(N)n(CCCC)c(=O)[nH]c1=O (stereo not drawn)	7	1	nt	-4	0	9	nt
COc1ccc(CNC(=O)C[C@@H]2C=C[C@H](NC(=O)CN(C)C)[C@H](CO)O2)cc1	1	2	0	-5	-6	nt	-1
CCOC(=O)CCNCc1ccc(OC)c(OC)c1	3	nt	nt	5	2	nt	nt
O=C(Nc1ccc(F)cc1)C1CCCN(S(=O)(=O)c2cccc3cccnc23)C1 (stereo not drawn)	nt	-4	4	-6	2	11	17
COc1ccc(S(=O)(=O)Nc2cccc3c2O[C@@H](CN(C)S(=O)(=O)c2ccccc2)[C@H](C)CN([C@H](C)CO)C3=O)cc1	nt	9	-1	11	nt	49[16.7 µM]	-23
O=C1CN(c2ccccc2)C(=S)N1C(=O)c1ccccc1	-1	-6	27	2	1	5	-3
C[C@H](CO)N1C[C@H](C)[C@@H](CN(C)C(=O)[C@H](Cc2ccccc2)N(C)C)OCc2ccccc2-c2ccccc2C1=O	-4	-1	1	-10	-5	nt	15
N#C[C@H]1[C@@H](c2ccccc2)[C@H](CO)N1S(=O)(=O)c1ccc(-c2ccccc2)cc1	3	-1	2	14	1	nt	-18
COc1ccccc1N1CCN(C2=CC(=O)CCC2)CC1	-1	0	-8	2	3	nt	15
Cc1ccc(SCCN2CCC(C)CCC2=O)cc1 (stereo not drawn)	nt	1	83*	-5	-11	-17	0

Next structures.
Molecule	SIRT5 block	Cneo AK release	esBAF inh	ARNT TACC3 PPI	ERp5 block	miR-122 sensor	Statin myotox sup
CC(C)(C)N1CC2(c3ccccc3)CN(C(C)(C)C)CC(c3ccccc3)(C1)C2=O	nt	4	-7	-1	nt	-5	10
O=C(C1=C[C@@H](C2CC2)C[C@@H](OCCCCO)O1)N1CCOCC1	1	8&1	-3	1&-9	-3&1	1	1
C[C@@H]1CN([C@@H](C)CO)S(=O)(=O)c2ccc(C#CC3CC3)cc2O[C@H]1CN(C)Cc1cccnc1	6	-1	-3	0	4	5[16.7 µM]	-48
CC(C)c1ccccc1OCC(=O)NCC(c1cccs1)N1CCOCC1 (stereo not drawn)	nt	-1	-5	0	nt	4	1
O=C(CSc1ccc2nnc(-c3cccnc3)n2n1)NCc1ccc2c(c1)OCO2	-2	-2	-8	-2	3	4	-2
CO[C@H]1CN(C)C(=O)c2ccc(NC(=O)C3CCC3)cc2OC[C@@H](C)N(Cc2nccs2)C[C@H]1C	2	1	-2	-13	-5	5[16.7 µM]	16
CCC(C)(C(=O)NC1CCCCC1)N(CC1CCCO1)C(=O)c1ccccn1 (stereo not drawn)	nt	0	-3	1	nt	1	1
CC(C)NC(=O)N(C)C[C@@H]1OCCCC[C@H](C)Oc2ccc(NS(=O)(=O)c3ccc(Cl)cc3)cc2C(=O)N([C@@H](C)CO)C[C@H]1C	-2	-5	-2	2	-3	0[16.7 µM]	nt
COc1ccc(CN(C)CC(=O)Nc2ccccc2C(=O)NC2CC2)cc1F	0	0	11	-5	-3	-2	-2
CN(C)CCCNC(=O)/C(=C\c1ccc(-c2ccc(Br)cc2)o1)NC(=O)c1ccccc1	-1	-7	nt	nt	0	0	nt

(more compounds)
Molecule	SIRT5 block	Cneo AK release	esBAF inh	ARNT TACC3 PPI	ERp5 block	miR-122 sensor	Statin myotox sup
COC(=O)c1ccc2c(=O)[nH]c(COC(=O)c3c(-c4ccccc4)noc3C)nc2c1	1	1	3	-2	-14	-2	-22
CCc1cccc(CC)c1NC(=O)C1SC(=Nc2ccccc2C)C(c2nc3ccccc3s2)=C1N (stereo not drawn)	nt	1	14	4	nt	13	-31
O=C(CN1CCCCC1)Nc1ccc(F)c(Cl)c1	nt	1	4	-2	nt	-6	7
CN1C(=O)c2cc(NC(=O)c3cccc(F)c3)ccc2OC[C@@H]2O[C@@H](CC(=O)NC3CCC3)CC[C@H]21	nt	-3&-3	7&-2	1&1	nt	-10&-70[16.7 µM]	-12&-2
C[C@@H]1CN([C@@H](C)CO)C(=O)c2cccc(NC(=O)c3cnccn3)c2O[C@H]1CN(C)C(=O)Nc1ccc(C(F)(F)F)cc1	-9	0	-3	4	7	35[16.7 µM]	-26
CC(C)(C)c1nc(SCC(=O)N2CCCC2)c2ccccc2n1	3	nt	nt	1	3	nt	nt
Cc1cccc(S(=O)(=O)N(C)C[C@H]2OCc3cn(nn3)CCCC(=O)N([C@@H](C)CO)C[C@H]2C)c1	-1	0	0	0	5	4[16.7 µM]	5
CC(=O)N1CC(C)Sc2ccc(S(=O)(=O)NC(C)c3ccccc3)cc21 (stereo not drawn)	2	-1	-10	-4	13	13	13
Cc1nc(SCC(=O)N2CCc3ccccc32)n[nH]1	nt	6	nt	-4	nt	-2	nt
CCC(CC)c1nnc(NC(=O)c2ccc([N+](=O)[O-])cc2)s1	nt	-2	nt	2	nt	-6	nt

Other structures:
Molecule	SIRT5 block	Cneo AK release	esBAF inh	ARNT TACC3 PPI	ERp5 block	miR-122 sensor	Statin myotox sup
O=C(O)C1CCCN(S(=O)(=O)c2ccccc2[N+](=O)[O-])C1 (stereo not drawn)	-3	6	-11	-3	4	nt	0
COc1ccc(N2CCN(C(=O)COC(=O)CNC(=O)c3ccccc3)CC2)cc1	3	1	10	2	-1	0	-4
CC(=O)c1cccc(NC(=O)Nc2cccnc2)c1	nt	-5	-19	-26	nt	0	81*
CN(CC(=O)Nc1ccc2c(c1)OCCO2)S(=O)(=O)c1ccc(Br)s1	nt	2	-4	18	nt	9	nt
O=S(=O)(c1ccccc1)c1ncc(C(F)(F)F)cc1O	-4	-2	0	nt	-7	-2	0
CCOC(=O)C1=CCC(c2ccccc2Cl)N(S(=O)(=O)c2ccc(C)cc2)C1 (stereo not drawn)	-1	0	3	nt	-2	4	-3
O=C(NCCc1ccccc1)c1cnc2ccccn2c1=O	nt	-5	8	30	nt	-1	3
CCN(CC)C(=O)COc1ccc(/C=C(\C#N)S(=O)(=O)c2ccccc2)cc1OC	-4	1	7	-12	4	-4	6
O=C(CSC1=NS(=O)(=O)c2cc(F)ccc2N1)NCc1ccccc1Cl	-1	-2	3	-3	-7	5	10
CN(CC(=O)Nc1ccc(F)cc1)C(=O)COC(=O)CCN1C(=O)C2CC=CCC2C1=O (stereo not drawn)	-1	1	1	-20	3	3	7

New compounds follow
Molecule	SIRT5 block	Cneo AK release	esBAF inh	ARNT TACC3 PPI	ERp5 block	miR-122 sensor	Statin myotox sup
COc1ccccc1/C=C/C(=O)OCC(=O)NC(=O)NC1CCCC1	nt	1	-8	-3	2	-8	3
CCOC(=O)c1sc(N2C(=O)C(O)=C(C(=O)c3ccco3)C2c2cccc([N+](=O)[O-])c2)nc1C (stereo not drawn)	0	-1	4	nt	3	5	0
O=C1S/C(=C\C=C\c2ccco2)C(=O)N1c1ccc(O)cc1	5	nt	nt	7	-1	nt	nt
NCCNC[C@@H]1COC2(CCCCCCCCCCC2)O1	-4	-3	nt	14	3	-1	nt
COc1ccc(NC(=O)Nc2ccc3c(c2)C(=O)N([C@@H](C)CO)C[C@@H](C)[C@@H](CN(C)C(=O)Nc2ccc4c(c2)OCO4)O3)cc1	nt	1	2	7	nt	6[16.7 µM]	7
O=C(c1ccccc1)C1CC1c1ccccc1 (stereo not drawn)	nt	0	26	nt	-4	-3	1
C[C@H]1CN([C@@H](C)CO)C(=O)Cc2cc(NC(=O)Nc3cccc4ccccc34)ccc2O[C@H]1CN(C)Cc1ccncc1	3	-3	5	2	2	-3[16.7 µM]	-33
Cc1noc(C)c1S(=O)(=O)Nc1ccc2c(c1)C(=O)N([C@H](C)CO)C[C@@H](C)[C@@H](CN(C)CC1CCCCC1)O2	-5	2	4	6	1	-1[16.7 µM]	9
CCNC(=O)c1c(N)sc2c1CCCCC2	nt	-4	-3	7	nt	nt	nt
COC(=O)C[C@H]1C[C@@H]2c3cc(NC(=O)CC4CC4)ccc3O[C@@H]2[C@@H](CO)O1	-3	-6	-3	3	-1	-4[16.7 µM]	-7

Other structures follow:
Molecule	SIRT5 block	Cneo AK release	esBAF inh	ARNT TACC3 PPI	ERp5 block	miR-122 sensor	Statin myotox sup
O=C1CC(N2CCC(c3nc4ccccc4s3)CC2)C(=O)N1Cc1ccccc1 (stereo not drawn)	nt	1	4	2	nt	0	11
O=C(NCc1cccnc1)c1cc(C2CCCN(C(=O)C3CCCCC3)C2)on1 (stereo not drawn)	nt	-1	-5	nt	4	-1	23
CCC(=O)Nc1ccc2c(c1)C(=O)N(C)[C@@H]1CC[C@@H](CC(=O)NCCOC)O[C@@H]1CO2	-1	1	-4	-2	-4	4[16.7 µM]	-20
CN(C)S(=O)(=O)c1cc(NC(=O)COC(=O)CC2CC3CCC2C3)ccc1Cl (stereo not drawn)	1	-2	-4	6	12	-2	-4

Profiles from above. Order of values: SIRT5 block | Cneo AK release | esBAF inh | ARNT TACC3 PPI | ERp5 block | miR-122 sensor | Statin myotox sup
CCc1cccc(CC)c1NC(=O)C1SC(=Nc2ccccc2C)C(c2nc3ccccc3s2)=C1N (stereo not drawn) is listed with nt | 1 | 14 | 4 | nt | 13 | -31
COc1ccccc1/C=C/C(=O)OCC(=O)NC(=O)NC1CCCC1 is listed with nt | 1 | -8 | -3 | 2 | -8 | 3
Cc1nn(C)c(C)c1N1C(=O)c2cccc3c(N)ccc(c23)C1=O is listed with nt | 1 | nt | -4 | nt | -4 | nt

High-throughput results as filed in PubChem BioAssay.
